High-throughput results from PubChem.
KCNH2 WT inh: blocks the wildtype human KCNH2 potassium channel; U2OS, BacMam KCNH2, thallium flux FluxOr; hits give low values; activity change, % at 1.84 µM; actives 0.37% (n = 340,000); AID 720551;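 active = maximum activity change below -70%; inconclusive = maximum activity change between -70% and -50%; inactive = maximum activity change above -50%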
Target sequence (Q12809 whole entry, looked up): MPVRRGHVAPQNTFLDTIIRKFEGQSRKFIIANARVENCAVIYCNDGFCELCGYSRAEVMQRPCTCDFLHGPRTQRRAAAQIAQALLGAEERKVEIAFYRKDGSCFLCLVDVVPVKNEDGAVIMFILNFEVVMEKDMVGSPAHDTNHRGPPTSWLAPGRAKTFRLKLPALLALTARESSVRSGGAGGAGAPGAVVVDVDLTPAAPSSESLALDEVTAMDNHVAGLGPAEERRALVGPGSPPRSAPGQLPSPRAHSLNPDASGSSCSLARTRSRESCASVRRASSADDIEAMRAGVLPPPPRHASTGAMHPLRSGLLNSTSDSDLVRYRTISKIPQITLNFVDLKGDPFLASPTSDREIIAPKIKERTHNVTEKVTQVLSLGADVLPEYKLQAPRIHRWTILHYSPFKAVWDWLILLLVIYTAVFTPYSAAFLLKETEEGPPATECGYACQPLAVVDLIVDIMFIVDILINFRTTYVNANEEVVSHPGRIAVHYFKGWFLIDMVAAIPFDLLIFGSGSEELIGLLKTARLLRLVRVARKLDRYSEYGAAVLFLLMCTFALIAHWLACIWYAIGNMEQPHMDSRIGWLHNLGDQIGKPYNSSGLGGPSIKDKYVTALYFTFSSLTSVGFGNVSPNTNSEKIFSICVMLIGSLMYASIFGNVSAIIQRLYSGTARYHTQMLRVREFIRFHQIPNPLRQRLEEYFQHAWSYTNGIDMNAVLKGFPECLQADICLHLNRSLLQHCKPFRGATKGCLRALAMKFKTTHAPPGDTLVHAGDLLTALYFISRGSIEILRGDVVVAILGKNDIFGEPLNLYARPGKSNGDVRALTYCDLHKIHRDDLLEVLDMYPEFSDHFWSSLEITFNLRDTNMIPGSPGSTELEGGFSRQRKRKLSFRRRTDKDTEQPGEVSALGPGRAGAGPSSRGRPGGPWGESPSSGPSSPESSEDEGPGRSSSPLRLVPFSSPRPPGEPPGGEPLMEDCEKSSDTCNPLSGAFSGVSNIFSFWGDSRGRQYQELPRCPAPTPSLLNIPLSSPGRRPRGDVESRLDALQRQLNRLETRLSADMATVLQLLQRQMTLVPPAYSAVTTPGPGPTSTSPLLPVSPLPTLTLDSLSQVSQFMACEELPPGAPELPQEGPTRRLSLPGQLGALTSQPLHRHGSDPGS
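U2OS cells were transduced with wild-type KCNH2 virus (2.03 x 10^8 / mL) for 4 h at room temperature, then cultured overnight at 37 C. Thallium flux was read with FluxOr dye. Rate constants were normalized to DMSO controls.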
KCNH2 3.1 inh: KCNH2 3.1 (human) potassium channel inhibition; AID 720553; activity change, % (tested at about 1.8 µM); actives 0.95% (n = 340,000); U2OS KCNH2 3.1, thallium flux FluxOr; hits give low values;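 active = maximum activity change below -70%; inconclusive = maximum activity change from -70% to -50%; inactive = maximum activity change above -50%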;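 note: thallium influx rate constant from kinetic fluorescence after stimulation buffer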
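FluxOr-based Tl+ influx in U2OS cells transduced with KCNH2 3.1 virus; rate constants normalized to DMSO controls.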
Numbers without * were called inactive; ? = inconclusive. % is set by controls: 0 for no effect and ±100 for the full control effect. These rows are one share of the data. The share of hits here may be higher or lower than overall.

Order of values – KCNH2 WT inh, KCNH2 3.1 inh
O=C(OCc1ccccc1)N1CCC2CC1c1ccc(N3CCNCC3)cc12 (stereo not drawn)
→ 0, -11
C[C@H](CO)N1C[C@H](C)[C@@H](CN(C)S(=O)(=O)c2cn(C)cn2)Oc2cc(Br)ccc2S1(=O)=O
→ -3, 0
CC(Oc1ccc(Cl)cc1)C(=O)Nc1cccc(S(=O)(=O)N2CCCC2)c1 (stereo not drawn)
→ 8, 10
COc1cc(OC)c(OC)cc1C=Cc1ccc2ccccc2n1
→ 4, -3
CCc1cc2c(SCC(=O)N3CCN(C(=O)c4cccs4)CC3)ncnc2s1
→ 17, -15
CCCOc1ccc(/C=C/C(=O)N2CCN(C(=O)c3ccco3)CC2)cc1OC
→ 1, 11
CN(C)c1ccc(C(=N)Cc2ccc3ccccc3n2)cc1
→ 18, 10
O=C(Nc1cc(C(F)(F)F)ccc1N1CCOCC1)c1cccc(S(=O)(=O)N2CCOCC2)c1
→ 16, ?
COc1cc(OC)c(NS(=O)(=O)c2cc(C(=O)NCCCN3CCOCC3)ccc2C)cc1Cl
→ 14, 0
CCOc1ccccc1N(CC(=O)Nc1ccccc1Br)S(=O)(=O)c1ccccc1
→ 3, -15
CCc1nnc(NS(=O)(=O)c2ccc(NC(=O)c3ccc([N+](=O)[O-])s3)cc2)s1
→ 2, 3
CCOC(=O)N(C)C[C@H]1OCc2cn(nn2)CCCC(=O)N([C@H](C)CO)C[C@@H]1C
→ 8, 9
CC1=C(C(=O)N2CCOCC2)CC(CC(=O)NCCc2ccccn2)C(=O)N1Cc1ccc(C(C)(C)C)cc1 (stereo not drawn)
→ -4, -4
COc1cccc(-c2ccc3c(c2)C2CC3CCN2C(=O)c2ccc(-c3ccccc3)cc2)c1 (stereo not drawn)
→ 0, -4
CCc1nc(CN2CCCC(C(=O)Nc3ccc(-c4cccc(OC)c4)cc3)C2)c(C)[nH]1 (stereo not drawn)
→ 14, -18
C[C@H](CO)N1C[C@H](C)[C@H](CN(C)C(=O)Cc2cccnc2)Oc2ncc(Br)cc2C1=O
→ -3, -13
O=C(CCl)NC1(C(=O)O)CCCC1
→ 0, -3
C[C@H](CO)N1C[C@H](C)[C@@H](CN(C)Cc2ccc(C(F)(F)F)cc2)OCc2cnnn2CCCC1=O
→ -10, 0
CC(C)NC(=O)N(C)C[C@H]1OCc2cnnn2CCCC(=O)N([C@@H](C)CO)C[C@H]1C
→ -15, -4
Cc1ccc(S(=O)(=O)NCC(=O)NCC(=O)NCCc2ccc(Cl)cc2)cc1C
→ -14, 11
CCOc1ccc(NC(=O)COc2cccc3cccnc23)cc1S(=O)(=O)N1CCCC1
→ -2, -3
COc1cccc(S(=O)(=O)N(C)C[C@H]2OCc3cnnn3CCCC(=O)N([C@@H](C)CO)C[C@@H]2C)c1
→ -31, -9
CCCCCCN1C[C@H](n2cc(COC(=O)c3ccccc3)nn2)[C@@H](O)C[C@@H]1c1ccc(OC)cc1
→ 1, 1
COc1ccc(N2CC(C(=O)Nc3nnc(SCC(=O)Nc4ccc(NC(C)=O)cc4)s3)CC2=O)cc1 (stereo not drawn)
→ -21, 9
Cc1ccc(OCCC(=O)OCC(=O)NC2CCCCC2)cc1
→ -9, -11
CC12CCC(CC1O)C2C(=O)O (stereo not drawn)
→ 9, -3
CC(Oc1ccc(F)cc1)C(=O)Nc1cccc(S(=O)(=O)N(C)c2ccccc2)c1 (stereo not drawn)
→ 23, 11
C[C@@H]1CN([C@@H](C)CO)C(=O)CCCn2nncc2CO[C@H]1CN(C)S(=O)(=O)c1cn(C)cn1
→ 0, 5
CCCCCCN1C[C@@H](n2cc(C3CC3)nn2)[C@H](O)C[C@@H]1c1ccc(OC)cc1
→ 6, -21
O=C(O)CC1(C(=O)O)CC2C=CC1C2 (stereo not drawn)
→ -7, 13
O=C(c1ccoc1)N1CCN(c2cc(-c3ccncc3)nc3cc(-c4cccc(Cl)c4)nn23)CC1
→ -2, -4
Cc1sc(N=Nc2ccc(N(C)C)cc2)[n+]([O-])c1C
→ -1, -2
CC1=C(C(=O)N(C)C)CC(CC(=O)NC2CCCCC2)C(=O)N1Cc1ccc(C(C)(C)C)cc1 (stereo not drawn)
→ -2, 1
CCOC(=O)c1ccc(NC(=S)P(=O)(c2ccccc2)c2ccccc2)cc1
→ -12, 2
Cc1ccc(S(=O)(=O)N2C[C@H]3N(C(=O)OC(C)C)N(C(=O)OC(C)C)C[C@H](OC(=O)NCC4CCCCC4)[C@@]3(O)C2)cc1
→ -5, 4
ON=C1CCC2CCCCC2C1 (stereo not drawn)
→ 4, 5
CC1(CN2CCCC2)CCC(NC(=O)C(c2ccccc2)c2ccccc2)C(C)(C)O1 (stereo not drawn)
→ 15, 0
Cc1ccc2c(c1)sc1nncn12
→ 20, 2
CCOC(=O)CCCCCC(=O)Nc1ccc2c(c1)C(=O)N([C@@H](C)CO)C[C@@H](C)[C@H](CN(C)C(=O)c1ccncc1)OCCCC[C@H](C)O2
→ -4, -4
CCc1ccc(N(CC(=O)N2CCCC2)S(C)(=O)=O)cc1
→ -10, 5
CCC/C=C/c1ccc(CN2C(CC(C)C)C(=O)N(Cc3cn(Cc4ccco4)nn3)CCS2(=O)=O)cc1 (stereo not drawn)
→ -3, -14
Cn1nnnc1NN=Cc1ccccc1
→ 3, 3
CCN1CCCC1CNC(=O)c1ccc2c(c1)NC(=O)/C(=C\c1ccccc1F)S2 (stereo not drawn)
→ 19, ?
FC(F)(F)c1cnc(NNC(=S)Nc2ccccc2)c(Cl)c1
→ -1, 3
CCCNC(=O)C1CC(=O)N(c2ccc(OCc3ccccc3)cc2)C1 (stereo not drawn)
→ -22, -2
CCCCN(C(=O)CC1CCCC1)c1c(N)n(Cc2ccccc2)c(=O)[nH]c1=O
→ -4, 2
Cc1ccc(NC(=O)C(C)N2CCCc3ccccc32)cc1S(=O)(=O)N1CCOCC1 (stereo not drawn)
→ 3, 6
COc1ccc(CN(C)CCCn2ccc(N)nc2=O)cc1OC
→ -5, -5
COC(=O)[C@H]1C[C@@]2(O)CN(S(=O)(=O)c3ccc(C)cc3)C[C@@]2(OC(=O)NCc2ccco2)C[C@H]1C(=O)OC
→ 2, -1
Cc1ccc(-c2nc(NCCCN(C)C)c3ccccc3n2)cc1
→ -9, -4
O=C(OCc1ccccc1)N1CCCC2CC1c1ccccc12 (stereo not drawn)
→ -2, -6
CCCCCC(=O)N1C[C@@H](O)[C@H](n2cc(C3CC3)nn2)C[C@@H]1c1ccccc1
→ 5, -6
COc1cccc(NC(=O)N(C)C[C@@H]2OCc3cnnn3CCCC(=O)N([C@H](C)CO)C[C@@H]2C)c1
→ 0, 8
Cc1ccc(S(=O)(=O)N2C[C@H]3C(=O)C[C@@H](c4ccc(Cl)cc4)N(S(=O)(=O)c4ccccc4C)[C@H]3C[C@H]2c2ccccc2)cc1
→ 1, -4
O=c1[nH]nc(Sc2ccccc2)c(=S)[nH]1
→ -7, -6
COc1ccc(/C=C2\SC(=S)N(CCC(=O)N3CCOCC3)C2=O)cc1OC
→ -8, -3
COc1ccc(COC[B-](F)(F)F)cc1
→ -22, 0
COc1ccc(CN2C(=O)C(CC(=O)NCCCN(C)C)CC(C(=O)N(C)C)=C2C)cc1 (stereo not drawn)
→ -17, 1
CC(C)CCN1CCC[C@]2(N[C@H](c3ccc(C(F)(F)F)cc3)[C@@H]3C(=O)N(Cc4ccccc4)C(=O)[C@@H]32)C1=O
→ 3, -6
O=C(NC1CCS(=O)(=O)C1)c1cc2c(=O)n3ccccc3nc2n1Cc1ccccc1 (stereo not drawn)
→ -6, 4

Other results
Compound	KCNH2 WT inh	KCNH2 3.1 inh
C[C@@H]1CN([C@@H](C)CO)C(=O)CCCn2nncc2CO[C@@H]1CN(C)C(=O)Nc1ccc2c(c1)OCO2	-7	-9
COCOCCn1cc(CN2CCS(=O)(=O)N(Cc3ccc(-c4ccc(C)cc4)cc3)C(C)C2=O)nn1 (stereo not drawn)	16	-3
CN(Cc1ccccn1)C(=O)c1cc(COc2ccc(F)c(F)c2)on1	3	7
CCCCCC(=O)N1C[C@H](n2cc(C3CC3)nn2)[C@@H](O)C[C@@H]1c1ccc(C)cc1	2	-6
C[C@H]1CN([C@@H](C)CO)C(=O)CCCn2nncc2CO[C@@H]1CN(C)Cc1ccc(Cl)c(Cl)c1	11	9
COC(=O)C(CCC(=O)CN1C(=O)c2ccccc2C1=O)N1C(=O)c2ccccc2C1=O (stereo not drawn)	0	-16
COCOCCn1cc(CN2CCS(=O)(=O)N(Cc3ccc(-c4ccncc4)cc3)C(C)C2=O)nn1 (stereo not drawn)	4	-13
COc1ccc(OC)c(NC(=O)COC(=O)c2ccc(S(=O)(=O)N3CCCCC3)cc2)c1	13	-5
C[C@@H]1CN([C@H](C)CO)C(=O)CCCn2cc(nn2)CO[C@H]1CN(C)S(=O)(=O)c1ccc(-n2cccn2)cc1	20	21
CCOc1ccc(NC(=O)CSc2nc3ccsc3c(=O)n2Cc2ccc(C(=O)O)cc2)cc1	0	4
CCOc1ccc(NS(=O)(=O)c2ccc(C(=O)NCC(c3ccco3)N3CCCCC3)cc2)cc1 (stereo not drawn)	9	-14
CC1(C)CC(=O)C=C(c2ccc(COC(=O)c3cc(F)cc(F)c3)cc2)C1=O	-3	12
O=C(c1ccc([N+](=O)[O-])s1)N1CCN(c2ncccn2)CC1	-34	4
C[C@@H]1CN([C@@H](C)CO)C(=O)CCCn2nncc2CO[C@@H]1CN(C)C(=O)NC1CCCCC1	0	3
COc1ncnc2c1ncn2CCCN1CCN(C(=O)C2CC2)CC1	-1	-12
COCCn1c(SCC(=O)Nc2cc(C)on2)nc2c([nH]c3ccccc32)c1=O	-6	3
CC1(c2ccc(Cl)cc2)NC(=O)N(CC(=O)Nc2ccc3c(c2)OCO3)C1=O (stereo not drawn)	-11	-3
C[C@@H]1CN([C@H](C)CO)C(=O)c2cc(-c3ccc(C#N)cc3)cnc2O[C@H]1CN(C)C(=O)c1ccccc1	4	-4
COc1ccc(NC(=O)c2ccncc2)cc1S(=O)(=O)N1CCCCC1	22	-20
O=C(NCCCn1ccnc1)c1sc2cc([N+](=O)[O-])ccc2c1Cl	31	-7
Cc1cccc(OCCNc2ncccc2[N+](=O)[O-])c1	2	11
COc1cc2ccc(C(C)=O)cc2cc1OC	-3	9
CCn1c(SCC(=O)N2CCC(C)CC2)nc2c([nH]c3ccccc32)c1=O	0	-12
O=C(Nc1cccc(Cl)c1)ON1CCCCC1	-16	-5
ON=Cc1ccnc2ccccc12	15	16
C[C@H]1CN([C@@H](C)CO)C(=O)CCCn2cc(nn2)CO[C@@H]1CN(C)S(=O)(=O)c1cccs1	0	4
CCN1C(=O)[C@H]2[C@@H](c3ccc(C(F)(F)F)cc3)N[C@]3(CCCN(CC4CCCCC4)C3=O)[C@H]2C1=O	-6	0
CCOC(=O)Nc1ccc2c(c1)C(=NNC(=S)NC)c1ccccc1-2	-3	-10
COc1ccc(CN2C(=O)C(CC(=O)NCc3cccs3)CC(C(=O)N3CCOCC3)=C2C)cc1 (stereo not drawn)	30	14
COc1ccc(NC(=O)N(C)[C@H]2C[C@H]3c4[nH]c5ccccc5c4CCN3C(=O)[C@H]2[C@H](C)O)cc1	-3	13

Some of these compounds in order of heavy-atom count, low to high.
Compound	KCNH2 WT inh	KCNH2 3.1 inh
ON=Cc1ccnc2ccccc12	15	16
COc1cc2ccc(C(C)=O)cc2cc1OC	-3	9
Cc1cccc(OCCNc2ncccc2[N+](=O)[O-])c1	2	11
O=C(NCCCn1ccnc1)c1sc2cc([N+](=O)[O-])ccc2c1Cl	31	-7
CCOC(=O)Nc1ccc2c(c1)C(=NNC(=S)NC)c1ccccc1-2	-3	-10
COc1ccc(NC(=O)c2ccncc2)cc1S(=O)(=O)N1CCCCC1	22	-20
CC1(c2ccc(Cl)cc2)NC(=O)N(CC(=O)Nc2ccc3c(c2)OCO3)C1=O (stereo not drawn)	-11	-3
COCCn1c(SCC(=O)Nc2cc(C)on2)nc2c([nH]c3ccccc32)c1=O	-6	3
C[C@H]1CN([C@@H](C)CO)C(=O)CCCn2cc(nn2)CO[C@@H]1CN(C)S(=O)(=O)c1cccs1	0	4
COc1ccc(NC(=O)N(C)[C@H]2C[C@H]3c4[nH]c5ccccc5c4CCN3C(=O)[C@H]2[C@H](C)O)cc1	-3	13
CCN1C(=O)[C@H]2[C@@H](c3ccc(C(F)(F)F)cc3)N[C@]3(CCCN(CC4CCCCC4)C3=O)[C@H]2C1=O	-6	0
C[C@@H]1CN([C@H](C)CO)C(=O)c2cc(-c3ccc(C#N)cc3)cnc2O[C@H]1CN(C)C(=O)c1ccccc1	4	-4
